Screens as filed in PubChem BioAssay.
TIM10 inh: inhibits growth of TIM10 yeast strain; S. cerevisiae TIM10 strain growth, BacTiter-Glo luminescence, 24 h; inhibition, % at 10 µM; 1.4% of 330,000 active; AID 463195;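 active means inhibition of 40% or more at the single tested concentration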;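 further: wild-type TIM10 isogenic control strain grown at permissive 25 °C; 0% = DMSO yeast wells and 100% = minimal medium wells without yeast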
697 NFkB inh: lowers PMA/ionomycin-induced NF-kB signal in 697 B cells; 697 B-cell NF-kB luciferase reporter, 16 h; inhibition, % at 4 µM; 0.33% of 330,000 active; AID 435022; in the data active means inhibition above about 35%
Jurkat NFkB inh: lowers PMA/ionomycin-induced NF-kB signal in Jurkat cells; PMA/ionomycin-induced NF-kB luciferase reporter, luminescence; inhibition, % at 4 µM; 0.53% of 330,000 active; AID 435003; in the data active means inhibition above about 50%
tim10-1 inh: inhibits growth of tim10-1 mutant yeast; inhibition, % at 20 µM; 2.2% of 330,000 active; S. cerevisiae tim10-1 ts strain growth, BacTiter-Glo, 24 h; AID 463190;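 active means inhibition of at least 40%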;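 further: mutant grown at 25 °C; 0% = DMSO wells with yeast and 100% = wells holding no yeast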
tim23-1 inh: growth inhibitors of tim23-1 mutant yeast; S. cerevisiae tim23-1 growth, BacTiter-Glo luminescence, 24 h; inhibition, % at 20 µM; 1.3% of 330,000 active;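 active means growth inhibition of the mutant yeast at or above 50%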;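 further: temperature-sensitive mutant grown at 25 °C; plate controls were DMSO-treated mutant yeast for no effect and medium wells lacking yeast for full effect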
XBP1 UPR activ: adaptive UPR (XBP1) activation. CHO-XBP1 luciferase reporter, IRE1-XBP1 UPR activation, luminescence; percent of tunicamycin response, DMSO as zero. activation, % at 20 µM. 0.33% of 330,000 active. AID 463104;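 active means versus positive control, 20 µM dose yields 30% or more activation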;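 further: 100% = tunicamycin at 10 µg/mL and 0% = DMSO only wells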
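Signal: luciferase luminescence; Assay system: CHO-XBP1 luciferase reporter cells; Amount: one thousand reporter cells per well; Dosing: 20 µM single concentration, DMSO 1%; Benchmarks: high control tunicamycin 10 µg/mL final, low control DMSO vehicle only; Schedule: 6 h compound exposure at 37 °C, 5% CO2; Evaluation: percent activation relative to tunicamycin reference.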
Mdm2-MdmX inh: human Mdm2/MdmX binding inhibition; SaOS-2 split-luciferase Mdm2/MdmX complementation, luminescence; inhibition, % at 8 µM; 3% of 330,000 active;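 active means inhibition of at least 50% at 8 µM in the primary screen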
Target sequence (O15151 whole entry, looked up): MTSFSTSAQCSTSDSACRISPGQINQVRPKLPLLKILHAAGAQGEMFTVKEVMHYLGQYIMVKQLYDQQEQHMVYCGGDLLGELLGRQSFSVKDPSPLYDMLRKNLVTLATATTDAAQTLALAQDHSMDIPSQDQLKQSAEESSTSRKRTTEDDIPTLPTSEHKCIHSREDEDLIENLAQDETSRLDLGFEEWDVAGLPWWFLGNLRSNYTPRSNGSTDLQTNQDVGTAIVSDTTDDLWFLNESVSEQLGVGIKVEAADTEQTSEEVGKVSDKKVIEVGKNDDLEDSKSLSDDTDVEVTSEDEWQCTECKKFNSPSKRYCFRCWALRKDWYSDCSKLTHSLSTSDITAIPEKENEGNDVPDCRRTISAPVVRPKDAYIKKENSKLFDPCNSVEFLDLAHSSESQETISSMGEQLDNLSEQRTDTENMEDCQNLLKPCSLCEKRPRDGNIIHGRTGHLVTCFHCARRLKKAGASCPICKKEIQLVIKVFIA
Target sequence (Q00987 whole entry, looked up): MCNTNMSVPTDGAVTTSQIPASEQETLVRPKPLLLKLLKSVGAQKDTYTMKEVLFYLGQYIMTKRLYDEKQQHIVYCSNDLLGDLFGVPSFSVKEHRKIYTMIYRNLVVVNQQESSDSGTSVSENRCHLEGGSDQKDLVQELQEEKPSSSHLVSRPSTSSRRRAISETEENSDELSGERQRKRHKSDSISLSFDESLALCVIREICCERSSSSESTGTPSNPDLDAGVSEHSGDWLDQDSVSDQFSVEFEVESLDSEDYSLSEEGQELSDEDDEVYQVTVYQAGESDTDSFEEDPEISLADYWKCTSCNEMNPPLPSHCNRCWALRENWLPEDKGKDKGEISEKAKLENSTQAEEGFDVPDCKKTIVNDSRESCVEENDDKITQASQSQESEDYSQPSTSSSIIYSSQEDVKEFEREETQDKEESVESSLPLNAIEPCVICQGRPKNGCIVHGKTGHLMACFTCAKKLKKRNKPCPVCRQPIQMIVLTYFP
CHOP UPR activ: apoptotic UPR (CHOP) activation | CHO-CHOP luciferase reporter, luminescence; percent of tunicamycin response over DMSO baseline | activation, % at 10 µM | 0.34% of 330,000 active | AID 449763;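 active means at 10 µM dose, activation of 40% or more, normalized to positive control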;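 further: 100% = tunicamycin at 10 µg/mL and 0% = DMSO alone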
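Assay system: CHO-CHOP cells, stable luciferase reporter of PERK-eIF2a-CHOP signalling / Buffer or medium: F12 plus 10% serum / Compound dosing: one dose, 10 µM in 0.5% DMSO / Times: 6 h compound treatment, 37 °C / Technique: luciferase luminescence / Read-out: % reporter activation, DMSO baseline versus tunicamycin full activation / Benchmarks: tunicamycin and DMSO controls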
The depositor's hits bear a star.

Values run as follows: tim10-1 inh | XBP1 UPR activ | CHOP UPR activ | 697 NFkB inh | Jurkat NFkB inh | tim23-1 inh | Mdm2-MdmX inh | TIM10 inh
> COc1ccc(CN(C(=O)COc2ccc(C)c(C)c2)C2CCS(=O)(=O)C2)cc1OC (stereo not drawn)
  8 | 0 | -1.0 | -12 | -7 | 18 | 9 | 1
> CCOC(=O)c1c(C)c(C(=O)NCc2ccco2)c(C)n1C
  4 | -1 | -2.8 | 1 | -8 | 2 | 17 | -11
> CS(=O)(=O)c1ccc(Cl)c(NC(=O)Cc2c(F)cccc2Cl)c1
  -20 | 3 | 3.0 | 8 | -2 | -13 | 9 | -14
> COc1cccc(NC(=O)CN(C)C(C)C(=O)Nc2cc([N+](=O)[O-])ccc2Cl)c1 (stereo not drawn)
  14 | -4 | 1.0 | 7 | -3 | 2 | 25 | -2
> O=C(Cn1c(CO)nc2ccccc21)Nc1ccc2c(c1)OCCCO2
  1 | -3 | -1.5 | 11 | -7 | 4 | 19 | 3
> CC(C)(C)c1ccc(S(=O)(=O)N2CCN(CC(O)COCC3CCCO3)CC2)cc1 (stereo not drawn)
  12 | -2 | 0.8 | 10 | 2 | 7 | 9 | 9
> COc1cccc(C2=NOC(C(=O)Nc3cc(C)on3)C2)c1 (stereo not drawn)
  7 | -4 | 0.9 | 19 | -3 | 8 | -22 | -13
> CCCCCn1c(CNC(C)=O)nc2ccccc21
  9 | 1 | 2.9 | -2 | 18 | 6 | 11 | 3
> CCn1c(SCc2ccc(Cl)cc2Cl)nc2nc3c(cc2c1=O)CCCC3
  15 | 0 | -2.5 | -13 | 16 | 13 | 34 | 9
> COc1ccc(S(=O)(=O)N2CCCCCC2)cc1C(=O)N(C)CCOc1ccc(Cl)cc1
  23 | -5 | 1.9 | -21 | 7 | 28 | 4 | 16
> Cc1ccc(C(=O)N/C(=C/c2ccc(-c3cccc([N+](=O)[O-])c3)o2)C(=O)NC(C)C)cc1
  21 | -1 | -0.3 | -2 | -2 | 30 | 1 | 0
> O=C(CN1CCOCC1)Nc1ccccc1C(=O)Nc1ccccc1
  16 | -2 | -1.1 | 9 | -1 | 18 | 16 | 2
> Cc1ccc(S(=O)(=O)N2CCOCC2)cc1NC(=O)COC(=O)CCC(=O)c1ccc(F)cc1
  10 | -1 | -1.2 | 3 | 3 | 15 | 26 | 4
> O=C(c1ccc(Cl)cc1Cl)N1CCC(C(=O)N2CCOCC2)CC1
  -13 | 0 | 0.4 | 4 | -21 | -13 | 12 | 1
> Cc1cccc(Cc2ccc(Cl)nn2)c1
  -1 | -1 | -1.9 | 9 | -2 | 6 | -1 | -6
> CCOC(=O)c1ccc(NC(=S)Nc2ccc(C)cc2)cc1
  6 | 2 | 0.6 | 4 | -19 | 19 | -18 | 3
> CC(C)CNC(=O)COCc1cc(-c2ccc3c(c2)OCO3)on1
  24 | -3 | 0.5 | -8 | -4 | 7 | -8 | -4
> Cc1c(C)c2c(OCC(=O)N3CCC(C(N)=O)CC3)cc3c(c2oc1=O)CCC(C)(C)O3
  -1 | 0 | 0.1 | 11 | -7 | 7 | 9 | 0
> COc1ccccc1N/C(=N/S(=O)(=O)c1ccc(Cl)cc1)c1ccccc1
  41* | 0 | -1.0 | 12 | 0 | 37 | -4 | 26
> COc1ccccc1C1Nc2cccc3cccc(c23)N1
  21 | 3 | 0.7 | -8 | 6 | 26 | -2 | 9

Profiles from above:
Shown for CC(C)CNC(=O)COCc1cc(-c2ccc3c(c2)OCO3)on1 : tim10-1 inh: 24; XBP1 UPR activ: -3; CHOP UPR activ: 0.5; 697 NFkB inh: -8; Jurkat NFkB inh: -4; tim23-1 inh: 7; Mdm2-MdmX inh: -8; TIM10 inh: -4
Shown for COc1ccccc1C1Nc2cccc3cccc(c23)N1 : tim10-1 inh: 21; XBP1 UPR activ: 3; CHOP UPR activ: 0.7; 697 NFkB inh: -8; Jurkat NFkB inh: 6; tim23-1 inh: 26; Mdm2-MdmX inh: -2; TIM10 inh: 9
Shown for O=C(c1ccc(Cl)cc1Cl)N1CCC(C(=O)N2CCOCC2)CC1 : tim10-1 inh: -13; XBP1 UPR activ: 0; CHOP UPR activ: 0.4; 697 NFkB inh: 4; Jurkat NFkB inh: -21; tim23-1 inh: -13; Mdm2-MdmX inh: 12; TIM10 inh: 1

(more compounds)
Values run as follows: tim10-1 inh | XBP1 UPR activ | CHOP UPR activ | 697 NFkB inh | Jurkat NFkB inh | tim23-1 inh | Mdm2-MdmX inh | TIM10 inh
> CC(OC(=O)C1CSC2(C)CCC(=O)N12)C(=O)Nc1ccc(F)cc1 (stereo not drawn)
  25 | -2 | 0.7 | 18 | 6 | 12 | 3 | 8
> Cn1cc([N+](=O)[O-])c(C(=O)Nc2nccs2)n1
  4 | -6 | 1.2 | 13 | 7 | 7 | 57* | -4
> CC(C)=CC(=O)Nc1ccc(S(=O)(=O)Nc2onc(C)c2C)cc1
  -8 | -1 | 2.4 | 19 | -2 | -3 | 7 | -6
> COc1ccccc1CNC(=O)COC(=O)/C=C/c1ccc2ccccc2n1
  27 | -4 | 2.8 | -18 | -4 | 24 | 18 | 21
> O=C(Cn1c(=O)cnc2ccccc21)NCC(=O)Nc1ccc(F)c(F)c1
  -3 | -1 | -0.2 | 11 | -6 | -3 | 4 | -12
> CC(=O)N(Cc1cc(=O)[nH]c2ccccc12)c1ccc(C)cc1
  -4 | 9 | -0.8 | 17 | 1 | 11 | -12 | 0
> CCN(CC)CCN1C(=O)C(=O)/C(=C(/O)c2ccccc2)C1c1ccccc1F (stereo not drawn)
  8 | 4 | 0.9 | 3 | -14 | 8 | 7 | -14
> CCOC(=O)c1ccc(NC(=O)CSc2nc(C)cc(=O)[nH]2)cc1
  15 | -1 | 2.1 | -32 | -20 | 23 | -36 | 4
> CN(CC(=O)Nc1cccc(S(=O)(=O)N(C)C)c1)Cc1ccccc1
  1 | 1 | 1.7 | -6 | -17 | 6 | -2 | -3
> CCCn1c(N)c(N(CCOC)C(=O)CSCC(=O)Nc2ccc(C)cc2)c(=O)[nH]c1=O
  -4 | -1 | 0.7 | 10 | 6 | 8 | -10 | -3

Limited to CHOP UPR activ, tim23-1 inh and Jurkat NFkB inh, for some of the entries so far:
canonical_smiles	CHOP UPR activ	tim23-1 inh	Jurkat NFkB inh
CCOC(=O)c1ccc(NC(=O)CSc2nc(C)cc(=O)[nH]2)cc1	2.1	23	-20
CC(C)=CC(=O)Nc1ccc(S(=O)(=O)Nc2onc(C)c2C)cc1	2.4	-3	-2
CN(CC(=O)Nc1cccc(S(=O)(=O)N(C)C)c1)Cc1ccccc1	1.7	6	-17
O=C(Cn1c(=O)cnc2ccccc21)NCC(=O)Nc1ccc(F)c(F)c1	-0.2	-3	-6

Given field by field: 2 of the compounds above
> Cn1cc([N+](=O)[O-])c(C(=O)Nc2nccs2)n1
  tim10-1 inh: 4
  XBP1 UPR activ: -6
  CHOP UPR activ: 1.2
  697 NFkB inh: 13
  Jurkat NFkB inh: 7
  tim23-1 inh: 7
  Mdm2-MdmX inh: 57*
  TIM10 inh: -4
> O=C(Cn1c(=O)cnc2ccccc21)NCC(=O)Nc1ccc(F)c(F)c1
  tim10-1 inh: -3
  XBP1 UPR activ: -1
  CHOP UPR activ: -0.2
  697 NFkB inh: 11
  Jurkat NFkB inh: -6
  tim23-1 inh: -3
  Mdm2-MdmX inh: 4
  TIM10 inh: -12

(cont.)
Values run as follows: tim10-1 inh | XBP1 UPR activ | CHOP UPR activ | 697 NFkB inh | Jurkat NFkB inh | tim23-1 inh | Mdm2-MdmX inh | TIM10 inh
> COCCn1nnnc1C(c1cc2ccc(OC)cc2[nH]c1=O)N1CCN(C2CCCCC2)CC1 (stereo not drawn)
  -18 | -5 | -2.2 | 18 | -15 | -4 | -3 | -9
> O=C(N/N=C1/CCSC1)c1cccc([N+](=O)[O-])c1
  9 | -1 | 2.1 | -48 | 0 | 6 | -14 | 1
> O=C(NC1CC1)c1ccc2c(Cl)c3c(nc2c1)CCCC3
  26 | -2 | 2.9 | -11 | -14 | 44 | -23 | 36
> C/C(CCC(C)C)=N\NC(=S)NCc1ccccc1
  -13 | 1 | 0.9 | 8 | 13 | 29 | -19 | 20
> Cc1ccc(S(=O)(=O)Oc2ccc(/C=N/NC(=O)c3c(Cl)cnn3C)cc2)cc1
  22 | 3 | -0.8 | -5 | -8 | 18 | 34 | 30
> O=C(CCC(=O)c1cccs1)OCC(=O)c1ccc(F)cc1
  2 | 2 | -0.2 | -9 | -1 | 23 | -14 | 7
> CCn1c(-c2ccccc2Cl)nn(CC(=O)Nc2ccccc2C)c1=S
  13 | -7 | -1.5 | 26 | 4 | 12 | 7 | -4
> Cc1ccc(OCCn2nc3ccccc3n2)c(C)c1
  4 | 2 | 3.4 | -34 | -25 | 1 | 7 | 12
> O=C(Nc1cccc(Cl)c1Cl)C1CCCC1
  14 | 4 | -1.9 | 5 | -9 | 9 | 26 | -9
> CCN(CC)Cc1c(O)ccc2c(=O)c(-c3ccc4c(c3)OCCO4)coc12
  0 | 0 | 0.5 | -27 | -1 | 1 | 20 | 3
> COc1ccc2[nH]c(=O)c(C(c3nnnn3CC3CCCO3)N3CCCCC3)cc2c1 (stereo not drawn)
  14 | 9 | 2.8 | 15 | 17 | 9 | 22 | 7
> COC(=O)C1C(=O)CC(C)(O)C(C(=O)OC)C1/C=C/c1ccccc1 (stereo not drawn)
  -22 | -1 | -6.9 | 15 | -13 | -3 | 26 | -23
> COc1cccc(C2=NOC(C(=O)NC(C)C)C2)c1 (stereo not drawn)
  7 | 1 | -0.3 | 10 | 6 | 18 | 8 | -8
> CC1Cc2ccccc2N1C(=O)CCn1c(=O)oc2ccccc21 (stereo not drawn)
  0 | -1 | -1.0 | -3 | -12 | 18 | 17 | -13
> CC(=O)Nc1nc(-c2ccccc2)ns1
  12 | -2 | 2.6 | 2 | -17 | 3 | -4 | 12
> COCCN(C(=O)CSc1nnc(-c2ccccc2F)n1C)c1c(N)n(Cc2ccccc2)c(=O)[nH]c1=O
  12 | 2 | -0.1 | 11 | -13 | 4 | 29 | -9
> CC(C)(C)C1CCc2c(C(=O)NNC(=O)CCC(=O)O)csc2C1 (stereo not drawn)
  7 | -3 | -0.3 | 3 | 7 | 8 | -11 | 12
> CCn1nc(NC(=O)c2ccco2)c2cc3ccc(C)cc3nc21
  7 | 4 | -0.6 | 5 | 7 | -6 | 5 | -4
> O=C(Cn1cncn1)c1ccccc1Br
  18 | 3 | -0.5 | 4 | -15 | 21 | 1 | -2
> COc1cc(NC(=O)CN2CCCCC2)c(C)cc1[N+](=O)[O-]
  9 | 1 | 0.5 | -13 | -7 | -3 | -19 | -17
> CCOC(=O)c1c(C)[nH]c(C)c1S(=O)(=O)N1c2ccccc2CC1C (stereo not drawn)
  0 | -4 | 0.9 | 12 | 4 | 13 | 7 | 9
> NS(=O)(=O)c1cccc(NC(=O)COc2ccc([N+](=O)[O-])cc2)c1
  9 | 0 | 0.2 | 18 | -2 | 5 | 12 | 2

Of the compounds above, these have a tert-butyl group.
Values run as follows: tim10-1 inh | XBP1 UPR activ | CHOP UPR activ | 697 NFkB inh | Jurkat NFkB inh | tim23-1 inh | Mdm2-MdmX inh | TIM10 inh
> CC(C)(C)c1ccc(S(=O)(=O)N2CCN(CC(O)COCC3CCCO3)CC2)cc1 (stereo not drawn)
  12 | -2 | 0.8 | 10 | 2 | 7 | 9 | 9
> CC(C)(C)C1CCc2c(C(=O)NNC(=O)CCC(=O)O)csc2C1 (stereo not drawn)
  7 | -3 | -0.3 | 3 | 7 | 8 | -11 | 12
